# Screens from PubChem BioAssay.
# HCV inhibitor: inhibitors of hepatitis C virus infection; Potency, µM (doses to about 41.8 µM), inactives show top-dose activity change, negative = inhibition, usual class: inhibitors; hit rate 3.4% among 340,000; Huh7.5.1 HCVcc-Cre infection, luciferase reporter, 44 h; AID 651820; note: potency is the fitted concentration of half-maximal effect
#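 Whole-lifecycle infectious HCVcc-Cre system; cells 1,000/well, compound then virus (~0.5 moi) added 4 h after plating, 44 h culture. Luciferase read 15 sec following 15 min substrate incubation, room temp.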
# AmpC inh no detg: blocks E. coli AmpC beta-lactamase in detergent-free assay; P00811; AmpC nitrocefin hydrolysis, absorbance 480 nm, 0.0001% Triton; Potency, µM (series often up to 57.1 µM), inactives show at the top dose activity change, negative = inhibition, most hits filed as inhibitors; hit rate 0.52% among 330,000; AID 485341;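 note: potency is the fitted concentration of half-maximal effect; plate controls were no compound for no effect and no enzyme for full effect; nearly all actives have a fitted effect of over 20% in size; some results filed as inactive show a strong effect at the top dose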
# Target sequence (P00811 whole entry, looked up): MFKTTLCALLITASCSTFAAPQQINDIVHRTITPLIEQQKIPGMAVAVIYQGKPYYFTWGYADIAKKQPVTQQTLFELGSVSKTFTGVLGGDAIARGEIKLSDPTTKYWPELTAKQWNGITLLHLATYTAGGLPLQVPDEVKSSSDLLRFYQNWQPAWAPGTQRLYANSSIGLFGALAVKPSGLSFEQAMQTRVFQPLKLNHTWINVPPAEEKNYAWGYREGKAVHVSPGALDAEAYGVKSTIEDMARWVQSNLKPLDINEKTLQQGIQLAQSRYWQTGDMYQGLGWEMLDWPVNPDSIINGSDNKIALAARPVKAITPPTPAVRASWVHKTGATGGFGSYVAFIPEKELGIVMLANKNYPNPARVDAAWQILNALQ
#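 AmpC (5.3 nM in the dispensed reagent) in 20 mM phosphate pH 7.0 with 0.01% (detergent screen) or 0.0001% Triton X-100 was preincubated with compounds for 15 min at room temperature. Nitrocefin was then added from an 800 uM solution, and hydrolysis was followed at 480 nm.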
# AMA1-RON2 inh: inhibitors of Plasmodium falciparum AMA1-RON2 interaction; hit rate 0.2% among 360,000; AID 720542; AlphaScreen AMA1-biotinylated RON2 peptide binding; Potency, µM (titrated, usually from 58.2 µM), inactives show top-dose activity change, negative = inhibition, actives largely listed as inhibitors;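 note: potency is the fitted concentration of half-maximal effect; 0% = vehicle wells and -100% = peptide control; nearly all actives have a fitted effect of over 45% in size; some results filed as inactive show a strong effect at the top dose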
#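 AMA1 (3D7) with his tag at 25 nM final met compounds first, then biotinylated RON2 peptide at 25 nM; detection used donor plus acceptor beads, 10 µg/mL apiece, read by AlphaScreen after 30 min at room temperature.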
# TbPYK inhibitor: blocks Trypanosoma brucei pyruvate kinase; Potency, µM (titrated, usually from 76.8 µM), without a hit: at the top dose activity, negative = inhibition, most hits filed as inhibitors; hit rate 0.12% among 410,000; Q57TT1; TbPYK enzyme, Kinase-Glo Plus ATP luminescence, 45 min; AID 624173; note: potency is the fitted concentration of half-maximal effect; nearly all actives have a fitted effect of over 50% in size
#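 T. brucei PYK with substrate was exposed to pin-transferred compounds across a concentration series, then started with 130 uM ADP (final). After 45 min at room temperature, Kinase-Glo Plus luminescence was read, normalized and curve-fitted.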
# HCMV antiviral: human cytomegalovirus inhibition | activity change, negative = inhibition, % at 57.5 µM | hit rate 4.5% among 410,000 | HFF cells, HCMV-luciferase reporter, 72 h; stronger effect = lower value; in the data active = activity change below about -60%; inconclusive = no clear call, values can overlap the other calls; inactive = above about -39%
#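 Screen run at 2 compound doses on HFFs infected with reporter HCMV, MOI 1 PFU/cell. Luciferase activity from cell lysates at 72 h post infection gave inhibition relative to buffer-only and Salinomycin wells.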
# LmPK inh: LmPK (Leishmania mexicana) enzyme inhibition | AID 1721 | hit rate 0.37% among 290,000 | Potency, µM (highest dose often 57.5 µM), for inactives: top-dose activity change, negative = inhibition, actives largely listed as inhibitors | Q27686 | purified LmPK, Kinase-Glo ATP luminescence, 1 h; note: potency is the fitted concentration of half-maximal effect
# Target sequence (Q27686 whole entry, looked up): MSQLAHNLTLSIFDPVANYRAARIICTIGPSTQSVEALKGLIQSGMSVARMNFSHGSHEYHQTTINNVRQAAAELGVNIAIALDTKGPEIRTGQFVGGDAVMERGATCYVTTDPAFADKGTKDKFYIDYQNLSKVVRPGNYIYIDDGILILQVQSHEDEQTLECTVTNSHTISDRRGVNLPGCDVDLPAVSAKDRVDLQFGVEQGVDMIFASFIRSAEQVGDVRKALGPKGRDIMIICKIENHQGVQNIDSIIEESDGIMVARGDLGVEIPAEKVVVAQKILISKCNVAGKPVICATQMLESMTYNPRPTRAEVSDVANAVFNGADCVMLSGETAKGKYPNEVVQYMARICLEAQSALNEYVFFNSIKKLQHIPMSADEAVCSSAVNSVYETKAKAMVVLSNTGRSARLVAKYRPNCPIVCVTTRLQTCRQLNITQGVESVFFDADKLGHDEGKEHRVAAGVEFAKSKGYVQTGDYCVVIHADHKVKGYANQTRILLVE
#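 Pyruvate kinase activity monitored as ATP production (luciferase luminescence). Conditions: 0.1 nM enzyme, 0.5 mM PEP, 0.1 mM ADP, 1 h, RT; normalized against uninhibited and no-enzyme wells.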
# AmpC detergent: AmpC beta-lactamase inhibition with detergent present; AID 485294; AmpC hydrolysis of nitrocefin, absorbance 480 nm, 0.01% Triton; hit rate 0.041% among 370,000; Potency, µM (top dose mostly 114 µM), for the others: top-dose activity change, negative = inhibition, most hits filed as inhibitors; P00811;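 note: potency is the fitted concentration of half-maximal effect; 0% = no-compound wells and -100% = no-enzyme wells; nearly all actives have a fitted effect of over 25% in size; some results filed as inactive show a strong effect at the top dose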
#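 20 mM phosphate pH 7.0 + 0.01% (detergent screen) or 0.0001% Triton X-100; 5.3 nM AmpC reagent; cpd preinc 15 min RT; nitrocefin (800 uM stock) to start; A480 q20 s × 4 min; Activity was normalised to no-enzyme and no-compound control wells.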
# * marks the source's active call; other numbers are inactive results; ? = inconclusive; . = not tested or not shown; [ ] = remark or other dose. Unless noted, calls come from the whole dose curve; as a rule, active = well fitted curve in the direction sought with a large enough effect; inconclusive = small, poorly fitted or top-dose-only effect, or another doubt; inactive = no such curve, though single readings can be large; an effect the other way counts as inactive or inconclusive. Unless noted, % is set by controls: 0 for no effect and ±100 for the full control effect.
nr	molecule	HCV inhibitor	AmpC inh no detg	AMA1-RON2 inh	TbPYK inhibitor	HCMV antiviral	LmPK inh	AmpC detergent
1	CCN=c1sc2ccccc2n1CC(O)COc1ccccc1 (stereo not drawn)	13µM*	19%	52%[activator]	-3%	?	0%	3%
2	COc1ccc(C(=O)NCc2nnc(SCC(=O)Nc3ccccc3OC)o2)cc1	-4%	-7%	-3%	3%	-31	-5%	-9%
3	CCn1c(CCNC(=O)c2ccco2)nc2ccccc21	?	-10%	-14%	7%	-8	-2%	-3%
4	CC(=O)N1c2ccc(S(=O)(=O)N3CCCCCC3)cc2CC1C(=O)NCc1ccccc1F (stereo not drawn)	.	.	.	-1%	-12	.	1%
5	CCN(CC)CCNC(=O)C(=O)NCC1OCCN1S(=O)(=O)c1ccc(Cl)cc1 (stereo not drawn)	21%	0%	22%	3%	6	-7%	-2%
6	COc1ccccc1OCC(=O)Nc1nonc1NC(=O)COc1ccccc1OC	15%	-24%	14%[2.32 µM]	-8%	3	-2%	?
7	COc1ccc(OCCN2CCC(C(=O)NC(c3ccsc3)c3ccccc3C)CC2)cc1 (stereo not drawn)	.	.	-8%	2%	24	.	.
8	Cc1cc(C)c2c(n1)SCC(=O)N2CC(=O)NCCC1=CCCCC1	-4%	-17%	-4%	-11%	?	2%	?
9	Cc1cccc(N2CC(C(=O)Nc3nnc(SCC(=O)Nc4cc(C)on4)s3)CC2=O)c1 (stereo not drawn)	12%	-49%	-11%	-5%	-8	1%	?
10	COC(=O)CNC(=O)c1cn(-c2ccc(C)c(C)c2)c(=O)c2ccccc12	-4%	-4%	-6%	2%	-6	0%	4%
11	Cc1cccc(-c2nc(S(=O)(=O)c3ccc(Cl)cc3)c(N3CCCCCC3)o2)c1	.	.	.	-9%	-5	.	22%
12	Cc1cc(=O)oc2cc(OCC(=O)NCCCN3CCOCC3)c(Cl)cc12	21%	-14%	-8%	2%	-7	0%	1%
13	O=C1CSC(=Nc2cc(Cl)ccc2Cl)N1	4%	-13%	-4%	0%	-34	5%	0%
14	COc1ccc(NC(=O)c2cc(-c3cc(Cl)ccc3C)n[nH]2)cc1OC	.	.	-2%	-1%	9	.	.
15	C/C(CC(=O)Nc1ccc2c(c1)OCO2)=N\NC(=O)c1ccc(N)cc1	14%	77%[activator]	97%[activator]	-4%	98	-5%	3%
16	CCSc1nnc(-c2cc3c(s2)-c2ccccc2CC3)o1	-1%	-15%	129%[activator]	2%	166	-1%	2%
17	O=C(NCCCN1CCOCC1)c1cc(-c2ccc(Cl)cc2)on1	11µM*	17%	-1%	0%	-34	-5%	-7%
18	O=C(COc1ccc(S(=O)(=O)N2CCOCC2)cc1)N1CCc2ccccc2C1	-13%	60%[activator]	-6%	-2%	14	4%	9%
19	COc1ccc(NC(=O)C[C@H]2C(=O)N(c3ccc(Br)cc3)C[C@@H]2C)cc1	.	.	-3%	-1%	-29	.	.
20	CC(=O)N(/N=C/c1ccc([N+](=O)[O-])o1)c1nc2ccccc2c(=O)n1-c1ccccc1	-24%	-6%	-2%	0%	-64*	-1%	1%
21	COc1ccccc1OCCn1c(CO)nc2ccccc21	-19%	-4%	-1%	1%	-3	-4%	-12%
22	Cn1ccc2c(-c3cccc4ccccc34)cc3c(c21)C1CCC3O1 (stereo not drawn)	.	.	-3%	1%	-3	.	.
23	O=C(Cc1ccc(F)cc1)NCc1ccc2c(c1)CCN2C(=O)c1ccc(F)cc1	.	.	.	0%	23	.	6%
24	C/C(=N\Nc1cccc2ccccc12)c1c(O)n(Cc2ccccc2)c(=O)[nH]c1=O	-6%	-38%	-11%	5%	20	1%	-14%
25	COC(=O)Cn1c(CN(C)Cc2ccccc2)nc2c1c(=O)n(C)c(=O)n2C	-13%	9%	5%	-1%	-17	0%	-15%
26	C[C@@H]1CN([C@@H](C)CO)C(=O)CCCn2nncc2CO[C@@H]1CN(C)C(=O)Nc1ccccc1F	.	.	5%	-10%	-9	.	.
27	O=C(COC(=O)CNC(=O)c1ccc(Cl)cc1)Nc1cccc(S(=O)(=O)N2CCCC2)c1	?	-32%	-5%	3%	30	4%	-1%
28	CC(=O)c1sc(NC(=O)c2ccc(C)c(C)c2)nc1C	?	-12%	-9%	0%	43	6%	?
29	COc1ccc(C2C(=O)N(C3CCCCCC3)CC(=O)N2Cc2ccccc2)cc1 (stereo not drawn)	.	.	.	-5%	-67*	.	9%
30	COCCn1c(NC(=S)NC(=O)C2CC2)cc(=O)[nH]c1=O	5%	-39%	45%[activator]	0%	99	-5%	-6%

# 3 entries from above, ordered by molecular weight, smallest number first.
nr	molecule	HCV inhibitor	AmpC inh no detg	AMA1-RON2 inh	TbPYK inhibitor	HCMV antiviral	LmPK inh	AmpC detergent
12	Cc1cc(=O)oc2cc(OCC(=O)NCCCN3CCOCC3)c(Cl)cc12	21%	-14%	-8%	2%	-7	0%	1%
6	COc1ccccc1OCC(=O)Nc1nonc1NC(=O)COc1ccccc1OC	15%	-24%	14%[2.32 µM]	-8%	3	-2%	?
4	CC(=O)N1c2ccc(S(=O)(=O)N3CCCCCC3)cc2CC1C(=O)NCc1ccccc1F (stereo not drawn)	.	.	.	-1%	-12	.	1%

# Remaining list, next part:
nr	molecule	HCV inhibitor	AmpC inh no detg	AMA1-RON2 inh	TbPYK inhibitor	HCMV antiviral	LmPK inh	AmpC detergent
31	CC(C)(C)C(=O)/C=C(N)/C=C/c1ccccc1	-4%	-11%	-14%	-13%	8	-1%	?
32	CSCC(C)N1CCC(n2nccc2NC(=O)c2ccc3c(c2)OCO3)CC1 (stereo not drawn)	4%	-17%	-3%	1%	-9	6%	3%
33	O=C(Nc1cc(N2CCOCC2)ncn1)Nc1cccc2ccccc12	-5%	-14%	-9%	5%	-9	-2%	?
34	CCN(CC)c1ccc(NC(=O)CCN2C(=O)c3ccccc3S2(=O)=O)c(C)c1	4%	90%[activator]	7%	-9%	-14	.	-15%
35	CN1CCN(C(=O)CN(c2ccccc2)S(=O)(=O)N(C)C)CC1	27%	-4%[2.29 µM]	-9%	4%	?	2%	0%
36	O=C(NCCCn1ccnc1)c1cc2ccccc2o1	21%	-13%	-4%	-1%	-27	-1%	-12%
37	COC(=O)c1cc(NC(=O)c2c(Cl)nc3sccn23)cc(C(=O)OC)c1	8%	-22%	6%	9%	-8	-17%	-15%
38	CCOC(=O)C(C)n1nc(/C=C/c2ccc(OC)cc2)ccc1=O (stereo not drawn)	3%	121%[activator]	19%	1%	5	0%	-5%
39	CCN(CC)C(=O)c1cc2c(=O)oc3ccccc3c2s1	-29%	-10%	11%	-6%	42	-2%	6%
40	Brc1ccc(CSc2nnc(-c3ccco3)o2)cc1	15%	-12%	24%	8%	-20	-1%	1%
41	CN1CCN(CC(=O)NC(=O)NC2CCCCC2)CC1	11%	-13%	1%	0%	46	.	0%
42	O=C(NCC1(c2ccccc2)CCCC1)c1cccc(Br)c1	-21%	-28%	19%	1%	?	13%	1%
43	Cc1ccc(S(=O)(=O)Nc2nncs2)cc1	7%	-15%	-11%	-4%	-37	2%	-3%
44	N=c1sccn1CC(=O)Nc1ccccc1-c1ccccc1	5%	-22%	5%	0%	-9	0%	0%
45	O=C(O)c1ccccc1-c1ccc(/C=c2\sc3nc4cc(Br)cnc4n3c2=O)o1	6%	-38%	11µM*	?	.	9%	0%
46	CSc1ncnc2c1ncn2CCCNCC(c1ccccc1)c1ccccc1	.	.	-3%	1%	-24	.	.
47	Cc1cn2c(=O)cc(COC(=O)c3ccc(NC(=O)COc4ccccc4C)cc3)nc2s1	.	.	.	0%	-35	.	11%
48	CCCc1nc(N)c(C#N)c(-c2ccco2)c1CC	11%	-19%	-3%	-9%	-7	5%	0%
49	COc1ccc(OC)c(NC(=O)N2CCC(N3CCN(Cc4ccc(F)cc4)C(=O)C3=O)CC2)c1	.	.	.	3%	9	.	-1%
50	CCOC(=O)C1CCN(C(=O)c2ccc3c(Cl)c4c(nc3c2)CCCC4)CC1	-1%	25%	-14%	-1%	12	-1%	?
51	COc1ccc(C(=O)NCc2cnn(C)c2)cc1OC1CCN(C(C)C)CC1	12%	-16%	-10%	1%	?	-4%	-8%
52	COc1ccc(NC(C)=O)cc1S(=O)(=O)N1CCN(C(=O)c2ccccc2F)CC1	-2%	-6%	-6%	-1%	75	-1%	-8%
53	NC(=O)CC(NC(=O)Cc1ccc(Cl)cc1)c1ccc(NC2CCCCCCC2)c([N+](=O)[O-])c1 (stereo not drawn)	-3%	10%	0%	3%	-25	2%	?
54	Clc1ccc(CNc2ccccc2NCc2ccc(Cl)nc2)cn1	?	-56%	?	-19%	-8	0%	-2%
55	CCC1CCCCN1C(=O)Nc1ccc(F)cc1 (stereo not drawn)	6%	-3%	-5%	0%	26	4%	10%
56	CCOC(=O)N1CCC(NC(=O)c2cc(COc3ccccc3SC)on2)CC1	16µM*	80%[activator]	5%	6%	-39	0%	?
57	COCCCNC(=S)NNC(=S)Nc1ccccc1	16%	-18%	-2%	-12%	84	-3%	-6%
58	CCS(=O)(=O)N1Cc2ccccc2CC1C(=O)Nc1ccc(F)c(F)c1F (stereo not drawn)	1%	-29%	13%	4%	1	-8%	-10%
59	CC(C)(C)C(=O)Nc1ccc(S(=O)(=O)N2CCC(c3nc4ccccc4[nH]3)CC2)cc1	3%	-26%	-5%	3%	-35	.	-3%
60	CC(C)n1nnnc1C1c2ccccc2C(=O)N1Cc1cccnc1 (stereo not drawn)	.	.	7%	5%	-15	.	.
61	COc1ccc(CNC(=O)c2ccc3c(O)c(S(=O)(=O)c4ccccc4)c(=O)[nH]c3c2)cc1	.	.	.	3%	6	.	-9%
62	N#Cc1c(SCC(=O)Nc2ccccc2)nsc1SCC(=O)Nc1ccccc1	6%	-14%	1%	-1%	26	6%	-13%
63	COc1cccc(-c2cnc(C(O)c3ccc(Cl)cc3)[nH]2)c1 (stereo not drawn)	.	.	-7%	0%	-19	.	.
64	Cc1cc(F)ccc1S(=O)(=O)NCC(c1ccco1)S(=O)(=O)c1cccs1 (stereo not drawn)	.	.	.	-1%	-19	.	13%
65	Cc1cccc(OCCCC(=O)Nc2ccc(N3CCCCC3)cc2)c1C	-7%	-12%	-15%	4%	11	2%	?
66	COc1ccc(C2C(C(C)=O)=C(C)N=c3s/c(=C\c4cc(C)n(C)c4C)c(=O)n32)c(OC)c1 (stereo not drawn)	-16%	96%[activator]	-26%	3%	-22	1%	-7%
67	O=C(Nc1nccs1)c1ccc(Br)s1	-26%	-24%	111%[activator]	2%	-33	0%	?
